All columns: NCI-60 one-dose screen, growth in % after 48 h at 10 µM unless noted; 100 = growth as untreated, 0 = no growth, -100 = all killed.
SF-295 – SF-295 CNS cancer cells; 79,000 tested, 5.6% active
SNB-75 – SNB-75 CNS cancer | 79,000 tested, 5% active | AID 1794750
U251 – U251 CNS tumor cells; 80,000 tested, 5.4% active; AID 1794753
SNB-19 – SNB-19 CNS cancer cells | 81,000 tested, 2.5% active
SF-539 – SF-539 CNS cancer | 81,000 tested, 6.8% active | AID 1794752
DU-145 – DU-145 prostate cancer; 81,000 tested, 4.2% active
SF-268 – SF-268 CNS cancer cells; 82,000 tested, 3.1% active; AID 1794759
PC-3 – PC-3 prostate cancer cells | 80,000 tested, 3.9% active
HCC-2998 – HCC-2998 colon cancer | 79,000 tested, 4.7% active | AID 1794799
* hit, by the source's call; / = not tested or not shown; [ ] = dose if it differs, or a comment. Rule for the calls: active = growth percent below 10; inactive = the rest. Rows were taken by chance; overall some 9.9% were active at least once.

Order of results: SF-295 | SNB-75 | U251 | SNB-19 | SF-539 | DU-145 | SF-268 | PC-3 | HCC-2998
[1] O=C(O)c1c2ccccc2nc2ccccc12
 : 103 | 99 | 97 | 110 | 111 | 108 | 101 | 96 | 108
[2] C=C1C(=O)O[C@H]2[C@H]1CC/C(COC(=O)NCCc1c[nH]c3ccc(Cl)cc13)=C\CC[C@@]1(C)O[C@@H]21
 : 75 | -55* | -41* | 32 | -64* | -88* | -71* | 1.0* | 55
[3] CNC(=S)N(C1CCCCC1)C1CCCCC1
 : / | 83 | 103 | 106 | 86 | 114 | 111 | 89 | 109
[4] CCC(C(=O)C(C)CN(C)C)(c1ccccc1)c1ccccc1 (configuration not stated)
 : 95 | 64 | 110 | 104 | 101 | 103 | 82 | 78 | 108
[5] Clc1ccc(-c2nnc(Cn3ccnc3)o2)cc1
 : 119 | 92 | 106 | 96 | 99 | 115 | 103 | 97 | 110
[6] COc1ccc(/C=C2\N=C3N(N/C(=N\n4c(-c5ccccc5)cc(C)cc4=S)N3c3ccccc3)C2=O)cc1
 : 99 | 68 | 92 | 90 | 104 | 104 | 92 | 96 | 108
[7] Cc1ccc2c(C)c(C)c(=O)n(C)c2c1
 : 100 | 99 | 99 | 107 | 109 | 107 | 103 | 101 | 110
[8] Cc1ccc(C=O)c(C)c1
 : 107 | 96 | 98 | 98 | 99 | 105 | 98 | 99 | 106
[9] Oc1ccc(Cn2cc3c(c2-c2ccccc2)CCc2cnoc2-3)cc1
 : 82 | 92 | 89 | 99 | 95 | 106 | 106 | 87 | 102
[10] CCOC(=O)c1c(NC(=O)c2ccccc2)sc2c1CCC(=O)C2
 : 84 | 76 | 36 | 86 | 98 | 90 | 88 | 74 | /
[11] COc1ccc(-c2nc(SCC(=O)c3ccc(F)cc3)[nH]c(=O)c2C#N)cc1
 : 92 | 78 | 93 | 94 | 97 | 104 | 89 | 97 | 103
[12] CN1CCN(C(=O)OCCOCCOC(=O)N2CCN(C)CC2)CC1
 : 86 | 81 | 103 | 104 | 98 | 111 | 102 | 90 | 98
[13] COc1ccccc1C#Cc1cccc(C#CCCCCN2CCCCC2=O)c1
 : 882 | 89 | 92 | 80 | 107 | 133 | 95 | 56 | 100
[14] O=C1N[C@@H]2[C@@H](O)[C@@H](O)[C@H](O)C[C@H]2c2cc3c(cc21)OCCO3
 : 101 | 98 | 101 | 102 | 101 | 114 | 101 | 103 | 109
[15] C#CCOc1ccccc1C(OC(=O)c1ccc(OC)c(OC)c1)C(=O)NC(C)(C)C(C)(C)C (configuration not stated)
 : 80 | 89 | 87 | 95 | 97 | 107 | 92 | 68 | 98

Structural class: the entries above with sulfur
Order of results: SF-295 | SNB-75 | U251 | SNB-19 | SF-539 | DU-145 | SF-268 | PC-3 | HCC-2998
[3] CNC(=S)N(C1CCCCC1)C1CCCCC1
 : / | 83 | 103 | 106 | 86 | 114 | 111 | 89 | 109
[6] COc1ccc(/C=C2\N=C3N(N/C(=N\n4c(-c5ccccc5)cc(C)cc4=S)N3c3ccccc3)C2=O)cc1
 : 99 | 68 | 92 | 90 | 104 | 104 | 92 | 96 | 108
[10] CCOC(=O)c1c(NC(=O)c2ccccc2)sc2c1CCC(=O)C2
 : 84 | 76 | 36 | 86 | 98 | 90 | 88 | 74 | /
[11] COc1ccc(-c2nc(SCC(=O)c3ccc(F)cc3)[nH]c(=O)c2C#N)cc1
 : 92 | 78 | 93 | 94 | 97 | 104 | 89 | 97 | 103

Other structures
Order of results: SF-295 | SNB-75 | U251 | SNB-19 | SF-539 | DU-145 | SF-268 | PC-3 | HCC-2998
[16] COc1cc(CNc2ccccc2C(=O)N2CCN(C(=O)c3cc(-c4cc(OC)c(OC)c(OC)c4)n4nc(-c5ccccc5)cc4n3)CC2)cc(OC)c1OC
 : 0.2* | 33 | 35 | 64 | 49 | 68 | 65 | 27 | 40
[17] CCN(CC)CCC(=O)c1ccccc1
 : 88 | 90 | 94 | 85 | 98 | 94 | 93 | 78 | 106
[18] CCOC(=O)[C@@]12N(Cc3ccccc3)C3[C@@H]4[C@]15N(CC21CCC[C@@H]31)C(=O)C(=O)N5c1ccccc1[C@@]4(C)O (some centres not stated)
 : 99 | 87 | 93 | 85 | 100 | 110 | 98 | 76 | 103
[19] Cc1cccc(C)c1NC(=O)Nc1cccc(C(F)(F)F)c1
 : 95 | 86 | 102 | 97 | 77 | 103 | 107 | 98 | 105
[20] c1ccc2c(c1)N=C(N1CN(C3=Nc4ccccc4NCC3)CN(C3=NCCNc4ccccc43)C1)CCN2
 : 121 | 81 | 106 | 101 | 105 | 107 | 99 | 83 | 126
[21] O=C1C=C(O)c2ccccc2C1=O.[Ag]
 : 97 | 88 | / | 102 | 114 | 121 | 113 | 79 | 89
[22] COc1cccc(CNC(=O)C2CSC3c4ccccc4C(=O)N23)c1 (configuration not stated)
 : 100 | 100 | 102 | 105 | 110 | 104 | 101 | 98 | 99
[23] CCCCNC(=O)NS(=O)(=O)c1ccc(N2N=C(c3ccc(Oc4ccccc4)cc3)CCC2=O)cc1
 : 104 | 84 | 104 | 115 | 109 | 114 | 110 | 101 | 104
[24] O=C(NNc1ccc([N+](=O)[O-])cn1)Nc1cccc2ccccc12
 : 110 | 90 | 99 | 109 | 116 | 110 | 111 | 85 | 111
[25] O=C(Nc1ccccc1F)C1=NCCCCN1
 : 100 | 90 | 100 | 99 | 100 | 108 | 95 | 99 | 99
[26] BrCCOc1ccc(Br)cc1
 : 102 | 103 | 98 | 99 | 102 | 120 | 107 | 92 | 108
[27] N=C(N)c1ccc(-c2ccc(-c3ccc(-c4ccc(Cl)cc4)s3)s2)cc1
 : 102 | / | 90 | 94 | 93 | 94 | 80 | 76 | 102
[28] COc1cc(/C=C2\C(=O)N(CC(O)COc3cc(O)c4c(=O)cc(-c5ccccc5)oc4c3)c3ccccc32)cc(OC)c1O (configuration not stated)
 : 95 | 81 | 92 | 92 | 88 | 86 | 80 | 61 | 100
[29] O=C1N(Br)C(=O)C(c2ccc(Cl)cc2)(c2ccc(Cl)cc2)N1Br
 : 106 | 99 | 93 | 97 | 106 | 99 | 95 | 91 | 109
[30] C(=N\Nc1nc(N/N=C/c2ccc3c(c2)OCO3)nc(N2CCCCC2)n1)/c1ccc2c(c1)OCO2
 : 78 | 113 | 81 | 80 | 88 | 100 | 100 | 74 | 84

The list goes on.
nr	canonical_smiles	SF-295	SNB-75	U251	SNB-19	SF-539	DU-145	SF-268	PC-3	HCC-2998
31	O=C(CSc1nnc(-c2ccncc2)n1-c1ccccc1)c1ccccc1	101	112	92	109	104	103	100	83	97
32	Brc1ccc(/C=C/c2n(Cc3ccc4ccccc4c3)c3ccccc3[n+]2Cc2ccc3ccccc3c2)cc1	-65*	-84*	-89*	-46*	-98*	3.5*	-38*	-79*	-98*
33	OCC(O)C1OCOC(C(O)CO)C1O (configuration not stated)	100	106	100	102	104	133	120	86	107
34	COc1cc(OC)c(S(N)(=O)=O)cc1C(=O)/C=C/c1cc(OC)c(OC)c(OC)c1	96	100	63	80	79	42	69	89	75
35	CN1CC(=O)N2[C@H](c3ccc4c(c3)OCO4)c3[nH]c4ccccc4c3C[C@@H]2C1=O	100	105	95	104	106	111	106	79	105
36	CCc1c(CC)c(CC)c(CC)c(CC)c1CC	110	91	99	94	109	94	90	104	112
37	Clc1ccc(Nc2nc(Nc3ccc(Cl)cc3)nc(Nc3ccc(-c4cc(-c5cccc(Cl)c5)on4)cc3)n2)cc1	102	99	79	101	102	110	88	87	121
38	COc1cccc(C(=O)Cn2cc(/C=C(\C#N)S(=O)(=O)c3ccccc3)c3ccccc32)c1	89	93	103	95	91	105	94	109	91
39	COC1=C[C@]23CCC(=O)N2CCc2cc4c(cc2[C@@H]3[C@@H]1OC(=O)[C@H](C)O)OCO4	30	-11*	-3.6*	-1.6*	-34*	32	66	15	-30*
40	O=S(=O)(NCCNc1nccc(-n2ccc3cccnc32)n1)c1cccc(C(F)(F)F)c1	83	/	95	78	93	100	89	93	103
41	O=C(Nc1nc2ccc(Cl)cc2s1)c1ccc(C(=O)Nc2nc3ccc(Cl)cc3s2)cc1	98	84	/	102	97	117	106	92	114
42	O=C1CCCC=CC[C@H]2C=C(Cl)C(=O)C2=CC[C@H](CCCCC(F)(F)F)OC(=O)CCCC=CC[C@H]2C=C(Cl)C(=O)C2=CC[C@H](CCCCC(F)(F)F)OC(=O)CCCC=CC[C@H]2C=C(Cl)C(=O)C2=CC[C@H](CCCCC(F)(F)F)OC(=O)CCCC=CC[C@H]2C=C(Cl)C(=O)C2=CC[C@H](CCCCC(F)(F)F)O1	105[3.5 µM]	102[3.5 µM]	95[3.5 µM]	100[3.5 µM]	102[3.5 µM]	100[3.5 µM]	98[3.5 µM]	88[3.5 µM]	97[3.5 µM]
43	COc1nc2c(c(=O)n1C)CN(Cc1ccccc1)C(=O)CN2	103	88	89	96	94	113	103	/	97
44	N#Cc1ccccc1-c1ccc(CN2C(=O)Cc3cc(CCn4ccnc4)c(Cl)cc32)cc1	90	95	103	101	/	97	99	91	100
45	CN1C(=O)CSC1=S	116	112	110	112	110	110	104	108	106
46	COc1ccc(/C=C/C(=O)NCC(C)O)cc1 (configuration not stated)	100	85	96	109	93	103	94	94	100
47	O=C(NCCCCO)c1cncnc1Nc1ccc2c(ccn2Cc2cccc(F)c2)c1	98	85	95	85	94	96	99	86	93
48	CCN(CC)CCCNc1nc(Cl)nc(NCCCN(CC)CC)n1	101	86	96	100	92	98	101	85	99
49	NS(=O)(=O)c1ccc(C(=O)N2N=C(c3ccccc3)CC2c2ccc3c(c2)OCO3)cc1 (configuration not stated)	99	79	97	104	100	108	96	91	110
50	NC1=NC2(CCCc3ccccc32)n2c(nc3ccccc32)N1 (configuration not stated)	113	99	107	107	103	124	113	93	/
51	NC(=S)N/N=C(\c1ccc(Cl)cc1)C1CC1	83	84	92	104	89	99	98	78	102
52	CC/C(=C(/c1ccc(Cl)cc1)c1ccc(OCCN2CCOCC2)cc1)c1ccccc1	97	105	94	99	104	98	90	73	100
53	OC(c1cc2ccc(C(F)(F)F)cc2c2cc(C(F)(F)F)ccc12)C1CCCCN1 (configuration not stated)	-96*	-94*	-100*	-81*	-88*	-99*	-82*	-95*	-87*
54	CN(CCC#N)c1ccc(/C=C2\NC(=O)NC2=O)cc1	112	102	112	102	91	124	117	95	97
55	CNC(=O)c1cc(N2CCc3c2ccc(NC(=O)c2cccc(C(F)(F)F)c2)c3F)ccn1	98	86	103	95	91	101	96	73	110
56	CCOC(=O)c1c(/N=C2\SC(=O)/C(=C\C(=O)OC)N2NC)sc2c1CCN(C(=O)OCC)C2	99	/	101	99	97	101	96	95	93
57	O=S(=O)(Cc1ccccc1)N1C=Cc2ccccc2C1c1c[nH]c2ccccc12 (configuration not stated)	76	85	95	89	93	102	89	62	120
58	CC(C)(Oc1ccc(Cl)cc1)C(=O)O	100	97	102	110	105	118	110	91	104
59	NS(=O)(=O)c1ccc(-n2c(-c3ccc(Cl)cc3)nc(/C=C3\C=Nc4ccccc43)c2O)cc1	104	98	102	91	103	110	102	89	120
60	Cc1ccc(S(=O)(=O)N2CCN=C2N/N=C/c2ccccc2C#N)cc1	97	/	96	95	90	104	97	85	103
61	CCCCN(CCCC)CCC(C)(O)c1cc2ccccc2c2ccccc12 (configuration not stated)	80	106	86	/	103	75	57	48	80
62	O=[N+]([O-])c1cccc(-c2csc(Nc3nc(-c4ccncc4)nc(C(Cl)(Cl)Cl)n3)n2)c1	97	87	103	97	99	109	92	100	115
63	CN1C(=O)C(=Cc2ccc(OCC(=O)N3CCOCC3)cc2)C(=O)N(C)C1=O	104	100	108	102	90	111	103	102	108
64	O=C1NC(c2ccccc2)Cc2ccncc21 (configuration not stated)	112	85	105	99	107	119	109	97	106
65	Cc1ccc(C(=O)CSc2nnc3sc(Nc4cccc(Cl)c4)nn23)cc1	105	98	103	97	97	85	96	101	107
66	COC(=O)[C@H](Cc1ccccc1)NC(=O)COc1c(OC)c(OC)cc2oc(-c3cccc(C(=O)Nc4ccc(Cl)cc4)c3)cc(=O)c12	109	90	105	98	82	111	102	86	113
